3T3 cytotox: Cytotoxic Profiling in NIH 3T3 Cell Line of Diverse Libraries Using Quantitative High-Throughput Screening; Potency, µM (titrated, usually from 96.7 µM), inactives show at the highest dose activity change, negative = cytotoxicity, usual class: inhibitors; AID 1345082, 2018; NIH 3T3 viability, CellTiter-Glo ATP luminescence, 48-72 h; 94,000 tested, 4.3% active; note: potency is the fitted concentration of half-maximal effect; nearly all actives have a fitted effect of over 55% in size
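Luminescent ATP readout (CellTiter-Glo, 10 min RT) after 48 or 72 hr compound exposure of NIH 3T3 cells seeded at 400 cells/well in 1536-well format; quantitative HTS.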
IP6K1 inh: Primary qHTS assay for small molecule inhibitors of Inositol hexaphosphate kinase 1 (IP6K1). AID 1645851, 2021. 140,000 tested, 0.81% active. IP6K1 kinase, ADP-Glo luminescence, 2 h; hits give low values. activity change, % (series mostly up to about 58 µM); in the data active = activity change below about -25%
Target sequence (Q92551 whole entry, looked up): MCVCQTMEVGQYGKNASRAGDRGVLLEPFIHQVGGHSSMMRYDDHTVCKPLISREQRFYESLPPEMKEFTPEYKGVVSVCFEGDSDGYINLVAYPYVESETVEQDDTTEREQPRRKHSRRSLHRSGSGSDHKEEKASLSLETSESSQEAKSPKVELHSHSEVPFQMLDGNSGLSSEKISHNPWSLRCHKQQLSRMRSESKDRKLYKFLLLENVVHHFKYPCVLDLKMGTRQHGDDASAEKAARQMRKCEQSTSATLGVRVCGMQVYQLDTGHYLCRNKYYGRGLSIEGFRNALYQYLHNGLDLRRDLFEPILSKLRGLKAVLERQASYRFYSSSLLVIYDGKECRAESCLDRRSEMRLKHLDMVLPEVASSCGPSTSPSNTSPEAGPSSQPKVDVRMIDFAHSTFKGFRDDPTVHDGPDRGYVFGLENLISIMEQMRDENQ
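ADP-Glo luminescence measures ADP made by human IP6K1 during a 2 h RT reaction with ATP/IP6 (mix at 1.3 mM/130 uM); top library doses 57.5 and 19.1 uM final.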
SNCA expr inh: Primary qHTS assay for inhibitors of alpha-synuclein gene (SNCA) expression | HEK-293 SNCA-luciferase knock-in, luminescence, 24 h | Potency, µM (top dose mostly 57.2 µM), for the others: at the top dose activity change, negative = inhibition, most hits filed as inhibitors | 140,000 tested, 0.17% active | AID 1671194, 2021;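 note: potency is the fitted concentration of half-maximal effect; plate controls were DMSO cells for no effect and cell-free wells for full effect; nearly all actives have a fitted effect of over 45% in size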
SNCA viab count: GF-AFC viability counterscreen for inhibitors of alpha-synuclein gene (SNCA) expression; Potency, µM (doses to about 57.1 µM), without a hit: top-dose activity change, negative = cytotoxicity, actives largely listed as cytotoxic; HEK-293-SNCA-luc viability, GF-AFC fluorescence, 24 h; AID 1671193, 2021; 150,000 tested, 0.12% active;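 note: potency is the fitted concentration of half-maximal effect; 0% = DMSO-treated cells and -100% = medium-only wells without cells; nearly all actives have a fitted effect of over 30% in size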
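HEK-293-SNCA-luc cells (1500/well) plated 24 h, then exposed 24 h to a dilution series; GF-AFC added 30 min at 37C, fluorescence 405/540 nm; normalised to medium-only and DMSO wells, Hill fit.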
HEK cytotox: Cytotoxic Profiling in HEK 293 Cell Line of Diverse Libraries Using Quantitative High-Throughput Screening | Potency, µM (series often up to 115 µM), for inactives: at the highest dose activity change, negative = cytotoxicity, hits mostly inhibitors | HEK 293 viability, ATP luminescence (CellTiter-Glo), 48-72 h | 94,000 tested, 6.6% active; note: potency is the fitted concentration of half-maximal effect; nearly all actives have a fitted effect of over 60% in size
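Cells seeded first (HEK 293, 250 cells/well), then compound added by pintool. Incubation ran 48 or 72 hr at 37 degree Celsius. CellTiter-Glo was added and luminescence imaged after 10 min at room temperature.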
Luciferase inh: Firefly luciferase inhibition profiling of diverse chemical library using quantitative high-throughput screening. Potency, µM (titrated, usually from 115 µM), for the others: top-dose activity change, negative = inhibition, most hits filed as inhibitors. 76,000 tested, 2.5% active. purified P. pyralis luciferase, luminescence, biochemical; note: potency is the fitted concentration of half-maximal effect; nearly all actives have a fitted effect of over 65% in size
Target sequence (P08659 whole entry, looked up): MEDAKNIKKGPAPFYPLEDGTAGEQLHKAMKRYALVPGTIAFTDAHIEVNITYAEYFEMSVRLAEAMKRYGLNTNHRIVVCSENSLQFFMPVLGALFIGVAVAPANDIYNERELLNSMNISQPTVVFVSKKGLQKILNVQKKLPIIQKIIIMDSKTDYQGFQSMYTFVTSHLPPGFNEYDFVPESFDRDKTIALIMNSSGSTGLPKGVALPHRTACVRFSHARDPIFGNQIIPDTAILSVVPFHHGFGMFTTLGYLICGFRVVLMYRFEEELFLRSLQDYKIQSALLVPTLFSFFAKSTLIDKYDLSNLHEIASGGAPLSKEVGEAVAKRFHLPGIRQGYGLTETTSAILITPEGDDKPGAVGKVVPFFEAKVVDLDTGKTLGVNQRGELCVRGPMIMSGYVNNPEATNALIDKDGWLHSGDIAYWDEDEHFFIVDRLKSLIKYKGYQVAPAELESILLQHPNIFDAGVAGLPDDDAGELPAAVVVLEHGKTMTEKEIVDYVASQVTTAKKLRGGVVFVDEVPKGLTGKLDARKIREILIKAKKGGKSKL
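Biochemical qHTS: compound (6-point titration) added to 10uM D-luciferin plus 10uM ATP in Tris acetate pH 7.5 buffer with Mg, Tween-20 and BSA, then purified enzyme at 10nM; light output imaged.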
GPT2 inh: Primary qHTS assay for inhibitors of Glutamate pyruvate transaminase 2 (GPT2); Alanine aminotransferase 2 (Homo sapiens), Q8TD30; Recombinant GPT2, coupled pyruvate oxidase/HRP Amplex Red fluorescence; Potency, µM (top dose mostly 57.7 µM), for the others: at the top dose activity change, negative = inhibition, most hits filed as inhibitors; 100,000 tested, 0.25% active; note: potency is the fitted concentration of half-maximal effect; nearly all actives have a fitted effect of over 60% in size; many of its hits are not listed in these tables
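GPT2 10ng/uL, a-KG 250uM, L-Ala 2mM, HEPES pH7.5 + 0.0001% Tween; 30 min RT. Then Amplex mix (PO/HRP/ThPP), 30 min RT dark, fluorescence. AOA 50uM used as positive control.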
* hit, by the source's call; i = inactive; u = inconclusive; x = not tested or not shown; [ ] = another dose, or the depositor's remark. Unless noted, calls come from the whole dose curve; as a rule, active = well fitted curve in the direction sought with a large enough effect; inconclusive = small, poorly fitted or top-dose-only effect, or another doubt; inactive = no such curve, though single readings can be large; an effect the other way counts as inactive or inconclusive. Unless noted, % is set by controls: 0 for no effect and ±100 for the full control effect. Only part of the results is shown. The share of hits here may be higher or lower than overall.

SMILES	3T3 cytotox	IP6K1 inh	SNCA expr inh	SNCA viab count	HEK cytotox	Luciferase inh	GPT2 inh
CC(C)Oc1ccc(CNC(=O)c2ccc3nc(Cc4ccccc4)oc3c2)cc1	x	11	0%	-2%	x	x	x
COC(=O)c1cc2oc(C)cc2n1Cc1ccc(C)cc1	x	19	25%	6%	x	x	x
CC[C@H](C)[C@H](N)C(=O)N1CCC(Cn2cc(C3CCCC3)nn2)CC1	-16%	-4	-7%	-17%	-2%	-2%	-20%
O=C(CCC1CCN(c2cc(NC3CC3)ncn2)CC1)NCc1ccc(F)cc1F	u	19	3.5µM*	-6%	u	u	i
O=C(c1ccccc1Cl)N1CCN(c2cc(-c3ccc(Cl)cc3)[nH]n2)CC1	u	3	-16%	-5%	u	-3%	-14%
O=C(Cn1ncc2c3ccccc3n(Cc3ccccc3F)c2c1=O)NC1CCCCCC1	x	9	-24%	9%	x	x	x
CCOc1ccccc1C(=O)N1CC2CC(C1)[C@H]1CCCC(=O)N1C2 (some centres undefined)	i	-2	-24%	3%	13%	-4%	i
O=C1Nc2ccccc2OCC12CCN(CC1CC1)CC2	-9%[138 µM]	9	-1%[87.6 µM]	-2%[87.6 µM]	-14%[172 µM]	-3%[172 µM]	-2%[88.5 µM]
COc1ccccc1OCC(=O)NCC1(N2CCOCC2)CCCCC1	x	-10	25%	12%	x	x	x
CC(C)NC(=O)c1ccc2c(c1)C1(CCN(CC3CC3)C1)CN2Cc1ccccc1 (centres undefined)	89µM*	14	-22%[87.6 µM]	6%[87.6 µM]	u	-11%[172 µM]	i
CCCNC(=O)N1CCCCC1c1n[nH]c(C)n1 (centres undefined)	-9%	10	10%	6%	2%	0%	1%
CCOc1cccc(CC(=O)N2CCc3c([nH]c4ccccc34)C2c2ccc(C)cc2)c1OCC (centres undefined)	x	28	u	1%	x	x	x
O=C(Nc1cccc(C(F)(F)F)c1)O[C@@H]1CO[C@H]2[C@@H]1OC[C@@H]2NS(=O)(=O)c1cccs1	u	5	-28%	2%	u	1%	-7%
CCNC(=O)NC[C@@H]1C=C(C)[C@H](Cc2nnc(-c3ccccc3F)o2)C[C@H]1C(C)C	u	19	u	u	u	-2%[172 µM]	-34%[88.5 µM]
CC(=O)N1CCCc2cc(S(=O)(=O)N3CCC(C(=O)NCCC(C)C)CC3)ccc21	x	5	28%	5%	x	x	x

Record cards, as listed above. Order of screens: 3T3 cytotox, IP6K1 inh, SNCA expr inh, SNCA viab count, HEK cytotox, Luciferase inh, GPT2 inh
Entry for CC(C)NC(=O)c1ccc2c(c1)C1(CCN(CC3CC3)C1)CN2Cc1ccccc1 (centres undefined) = 89µM*, 14, -22%[87.6 µM], 6%[87.6 µM], u, -11%[172 µM], i
Entry for CC(=O)N1CCCc2cc(S(=O)(=O)N3CCC(C(=O)NCCC(C)C)CC3)ccc21 = x, 5, 28%, 5%, x, x, x
Entry for O=C(c1ccccc1Cl)N1CCN(c2cc(-c3ccc(Cl)cc3)[nH]n2)CC1 = u, 3, -16%, -5%, u, -3%, -14%

The main list resumes, starting 3 compounds before the break.
SMILES	3T3 cytotox	IP6K1 inh	SNCA expr inh	SNCA viab count	HEK cytotox	Luciferase inh	GPT2 inh
O=C(Nc1cccc(C(F)(F)F)c1)O[C@@H]1CO[C@H]2[C@@H]1OC[C@@H]2NS(=O)(=O)c1cccs1	u	5	-28%	2%	u	1%	-7%
CCNC(=O)NC[C@@H]1C=C(C)[C@H](Cc2nnc(-c3ccccc3F)o2)C[C@H]1C(C)C	u	19	u	u	u	-2%[172 µM]	-34%[88.5 µM]
CC(=O)N1CCCc2cc(S(=O)(=O)N3CCC(C(=O)NCCC(C)C)CC3)ccc21	x	5	28%	5%	x	x	x
CCC(=O)N1c2ccccc2CC1C(=O)NCCCN1CCN(c2ccccc2)CC1 (centres undefined)	x	13	-3%	-16%	x	x	x
O=C(c1nnc(CNCc2cnccn2)n1-c1ccccc1)N1CCC[C@@H]1C(c1ccccc1)c1ccccc1	u	-4	3%	-12%	u	-15%	1%
CCCNC(=O)N1CC[C@@H](CC(=O)O)[C@@H](CC2=NCCc3cc(F)ccc32)C1	-11%[174 µM]	2	2%[87.6 µM]	0%[87.6 µM]	1%[172 µM]	-2%[172 µM]	2%[88.5 µM]
Cc1noc([C@@H]2CC(F)(F)CN2C(=O)COc2ccccc2)n1	4%	0	-15%	2%	i	-1%	-8%
CCCNC(=O)N1CCC2(CCC2NC(=O)COC)CC1 (centres undefined)	-1%	-7	-17%	3%	-28%	1%	4%
CNc1nccc(N2CCC(CC(=O)NCc3cc(OC)cc(OC)c3)CC2)n1	u	13	14%	-14%	u	8%	-3%
Cc1cccc(S(=O)(=O)c2cn(Cc3ccc(F)cc3)c3cc(N4CCCCC4)c(F)cc3c2=O)c1	x	5	-6%	-19%	x	x	x
C[S+](=O)([O-])N1CCN(c2ccc(C=O)cc2)C(=O)C1	i	0	-7%[87.6 µM]	-5%[87.6 µM]	-14%[172 µM]	x	-12%[88.5 µM]
COc1ccccc1C(=O)NC[C@H]1COCc2nc3cc(C)ccc3n21	-23%[138 µM]	-5	-13%[87.6 µM]	-1%[87.6 µM]	u	2%[172 µM]	i
Cc1oc2c(c1C(=O)NCCN(C)C)CN(C(=O)c1ccncc1)CC2	i	1	-3%	u	4%	-3%	-8%
CCCC1=Nc2cc(C(=O)NCCc3ccc(C)cc3)ccc2Sc2ccc(C)cc21	u	-5	-3%	-14%	u	2%	i
CCOc1ccc(NC(=O)C2CCCN(c3nnc(-n4c(C)ccc4C)s3)C2)cc1 (centres undefined)	x	6	-6%	-9%	x	x	x
CCc1ccc(NC(=O)CCS(=O)(=O)c2ccc3c(c2)CCN3C(C)=O)cc1	x	-1	25%	7%	x	x	x
O=C(Cc1cccs1)NC1CC(=O)N(c2ccc(Cl)cc2)C1 (centres undefined)	x	26	u	10%	x	x	x
CCCC(=O)Nc1cccc(-c2cn3c(C)csc3n2)c1	x	18	76%[activator]	-3%	x	x	x

Quoted at random: 4 records from the list
SMILES	3T3 cytotox	IP6K1 inh	SNCA expr inh	SNCA viab count	HEK cytotox	Luciferase inh	GPT2 inh
CCNC(=O)NC[C@@H]1C=C(C)[C@H](Cc2nnc(-c3ccccc3F)o2)C[C@H]1C(C)C	u	19	u	u	u	-2%[172 µM]	-34%[88.5 µM]
CCc1ccc(NC(=O)CCS(=O)(=O)c2ccc3c(c2)CCN3C(C)=O)cc1	x	-1	25%	7%	x	x	x
CCCNC(=O)N1CCC2(CCC2NC(=O)COC)CC1 (centres undefined)	-1%	-7	-17%	3%	-28%	1%	4%
CCOc1ccccc1C(=O)N1CC2CC(C1)[C@H]1CCCC(=O)N1C2 (some centres undefined)	i	-2	-24%	3%	13%	-4%	i

(continued)
SMILES	3T3 cytotox	IP6K1 inh	SNCA expr inh	SNCA viab count	HEK cytotox	Luciferase inh	GPT2 inh
Cc1ccc(C(=O)N2CCC(n3cc(-c4nc(C(C)C)no4)nn3)C2)cc1C (centres undefined)	u	5	32%[activator]	-4%	u	0%	1%
COc1ccc(CN2C(=Nc3ccccc3)S[C@H]3[C@@H]2[C@@H](O)[C@H](O)C[C@@H]3C(N)=O)cc1	-23%[174 µM]	4	53%[activator][87.6 µM]	3%[87.6 µM]	-17%[172 µM]	-20%[172 µM]	2%[88.5 µM]
Cn1c(Cn2cccn2)nnc1C1CCCN(C(=O)c2ccc(=O)[nH]c2)C1 (centres undefined)	-13%	15	-15%	6%	-26%	1%	-27%
OCC1(Cc2cccc(Cl)c2)CCCN(Cc2nc(-c3ccc(F)cc3)cs2)C1 (centres undefined)	u	0	-4%	10%	79µM*	0%	u
N#Cc1cccc(-c2cn3cc(C(=O)NCCCc4ccccc4)nc3s2)c1	u	17	u	-8%	u	x	i
COc1cccc(NC(=O)CSC2=Nc3ccccc3C3=NC(CCC(=O)NCCc4ccccc4)C(=O)N23)c1 (centres undefined)	x	-8	-13%	-7%	x	x	x
CNC(=O)[C@@H](Cc1ccccc1)N1CCC[C@H]1C(=O)NCc1ccccn1	-16%[174 µM]	-2	-10%[87.6 µM]	16%[87.6 µM]	-7%[172 µM]	-10%[172 µM]	-18%[88.5 µM]
Cc1ccc2nc3n(c2c1)[C@@H](CNC(=O)c1ccncc1)COC3	-20%[174 µM]	13	-4%[87.6 µM]	0%[87.6 µM]	-6%[172 µM]	-1%[172 µM]	2%[88.5 µM]
Cc1cnn(CCC(=O)N2CC(F)(F)C[C@H]2c2nc(C)no2)c1	0%	26	7%	-8%	0%	-2%	0%
O=C(Cc1ccc(F)cc1)NC1CCN(c2cc(-c3ccccc3)[nH]n2)CC1	u	26	1%	4%	u	-9%	-5%
O=C(Nc1ccccc1)c1cc2n(n1)CC(c1ccc(Br)cc1)OC2 (centres undefined)	u	27	22%	7%	u	-10%	i
COC1CCC(C(=O)N2CC(CNc3ccccc3)C3(C2)CN(c2ccccc2)C3)CC1 (centres undefined)	45µM*	-6	u	-23%[87.6 µM]	63µM*	0%[172 µM]	2%[88.5 µM]
Cc1ccc(NC(=O)O[C@@H]2CC[C@]3(C)C(CC[C@@H](O)[C@H]3CC(=O)N3CCC[C@H]3CO)[C@]2(C)CO)cc1 (some centres undefined)	-25%	13	3%	-12%	-16%	0%	-2%
COc1ccccc1CC(=O)N1CCCc2ncc(C(=O)N3CCCC[C@@H]3Cc3ccccc3)cc21	-35%	2	0%	1%	u	-14%	1%
COc1cc(NC(=O)N[C@H]2CO[C@H]3[C@@H]2OC[C@H]3OC(=O)Nc2cccc(C(C)=O)c2)cc(OC)c1	-25%	-8	-10%	-2%	u	3%	u
O=C([C@H]1CCCN1C(=O)c1ccc(C(F)(F)F)cc1)N1CCCC(c2nc3ccncc3[nH]2)C1 (some centres undefined)	-20%	20	-15%	-5%	-20%	x	i
CSc1ccc(-c2cccc(C(=O)NCCNC(=O)Cc3ccc(F)cc3)c2)cc1	u	9	6%	4%[12.5 µM]	u	x	3%
COCCCNC(=O)c1ccc(Cn2c(=O)c3ccccc3n(Cc3c(C)cc(C)cc3C)c2=O)cc1	x	-2	5%	21%	x	x	x
CC(C)(C)c1ccc(OCC(=O)Nc2ccc(S(=O)(=O)Nc3ncccn3)cc2)cc1	x	10	7%	8%	x	x	x
